Screening results deposited in PubChem BioAssay by several laboratories.
Ba/F3 V617F tox = lowers viability of Ba/F3 cells expressing EpoR and JAK2V617F. 220,000 compounds, 1.1% hits. ATP luminescence. inhibition, % at 5.6 µM;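 active = inhibition above the campaign mean plus 3 SD over all tested compounds, cut at about 24% in these data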;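 also: cytokine-independent growth of Ba/F3 cells driven by EpoR plus mutant JAK2; 0% = DMSO-treated cells and 100% = JAK inhibitor I control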
Wee1 degr inh = inhibitors of human Wee1 degradation | HeLa Luc-Wee1K328M stability, luciferase luminescence; 100% = proteasome inhibitor MG132 effect | reporter increase, % at 5 µM | P30291 | AID 1321 | 220,000 compounds, 1.2% hits;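 active = activation above the mean of all tested compounds plus 3 SD, set per screening run, cut at about 8.8% in these data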;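 also: cells exposed to compound for 20 h before luminescence read; 0% = DMSO alone and 100% = MG132 at 30 µM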
Target sequence (P30291 whole entry K328M): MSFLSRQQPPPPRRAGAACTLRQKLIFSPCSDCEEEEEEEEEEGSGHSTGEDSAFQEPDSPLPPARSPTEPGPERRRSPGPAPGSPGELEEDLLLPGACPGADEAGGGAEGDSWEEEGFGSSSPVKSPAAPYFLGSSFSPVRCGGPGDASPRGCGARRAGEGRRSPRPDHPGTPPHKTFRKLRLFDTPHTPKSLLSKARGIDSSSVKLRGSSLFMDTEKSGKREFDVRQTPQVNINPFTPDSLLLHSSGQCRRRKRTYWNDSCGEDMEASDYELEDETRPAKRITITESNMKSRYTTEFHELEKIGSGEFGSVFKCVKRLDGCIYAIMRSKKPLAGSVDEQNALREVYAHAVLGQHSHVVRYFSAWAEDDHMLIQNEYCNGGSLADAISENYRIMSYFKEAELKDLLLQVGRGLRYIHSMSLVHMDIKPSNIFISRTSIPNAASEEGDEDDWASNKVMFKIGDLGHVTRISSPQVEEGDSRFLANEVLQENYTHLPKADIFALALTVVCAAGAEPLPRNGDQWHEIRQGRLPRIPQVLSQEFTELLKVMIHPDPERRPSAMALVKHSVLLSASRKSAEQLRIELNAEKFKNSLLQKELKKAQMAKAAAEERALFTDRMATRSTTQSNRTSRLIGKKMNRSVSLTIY
CHOP inh = inhibitors of CHOP induction in ER stress response. inhibition, % at 10 µM. CHO-K1 CHOP-promoter luciferase, tunicamycin-induced, 15-18 h. AID 2732. 220,000 compounds, 3.8% hits;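 active = compounds that reduced the stress-induced luciferase reporter signal by more than about 70% of percent inhibition, limit read from the data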;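 also: 0% = tunicamycin plus vehicle and 100% = wells without tunicamycin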
TNF death inh = blocks TNF-alpha induced death of Jurkat FADD-/- cells; Jurkat FADD-/- TNF necroptosis rescue, ATP luminescence, 24 h; 0 = TNF only, 100 = no-TNF cells; 220,000 compounds, 0.068% hits; AID 463075; activation (protection from cell death), % at 10 µM;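 active = activation, meaning protection from cell death, of at least 50% relative to plate controls; inactive = activation below 50%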;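 also: necroptosis triggered by 40 ng/mL TNF-alpha added together with compound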
RBBP9 inh = blocks human serine hydrolase RBBP9; O75884; recombinant RBBP9, FP-Rh probe fluorescence polarization; inhibition, % at 7.94 µM; 220,000 compounds, 0.2% hits;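 active = inhibition above the campaign mean of all tested compounds plus 3 SD, cut at about 14% in these data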;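 also: plate controls were DMSO wells with RBBP9 for no effect and wells lacking RBBP9 protein for full effect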
Target sequence (O75884 whole entry, looked up): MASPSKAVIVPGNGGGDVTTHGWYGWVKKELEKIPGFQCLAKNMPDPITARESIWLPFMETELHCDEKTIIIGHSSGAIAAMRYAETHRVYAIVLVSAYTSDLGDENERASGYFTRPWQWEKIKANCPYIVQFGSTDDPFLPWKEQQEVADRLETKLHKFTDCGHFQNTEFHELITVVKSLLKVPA
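Material: RBBP9 protein. Amount: RBBP9 at 2.5 µM in dispensed solution, before mixing. Schedule: 30 min then 45 min, 25 °C. Medium: Tris buffer pH 8.0, NaCl, Pluronic. Measured by: fluorescence polarization. Measure: percent inhibition from mP, scaled between DMSO and no-protein wells. Replication: one well per compound.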
BaF3 tox = counter-screen for JAK2V617F inhibitors: parental Ba/F3 viability inhibitors. CellTiter-Glo ATP luminescence. inhibition, % at 5.6 µM. 220,000 compounds, 1.1% hits. AID 1486;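 active = inhibition above a per-campaign cutoff, the mean inhibition of all tested compounds plus 3 SD, cut at about 27% in these data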;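 also: 0% = DMSO wells and 100% = JAK Inhibitor I control wells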
TRPN1 ag = activates the zebrafish TRPN1 channel; HEK293 zebrafish TRPN1-YFP, Fluo-8 calcium fluorescence; 100% = response to 87 µM carbachol; activation, % at 3 µM; 220,000 compounds, 0.18% hits;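 active = activation above its plate's cutoff, the mean activation of test wells on that plate plus 3 SD, cut at about 19% in these data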;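 also: 0% = DMSO alone and 100% = 87 µM carbachol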
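Material – zebrafish TRPN1-YFP in HEK293 cells · Doses – 3 µM single point · Schedule – dye 1 h 37 °C plus 30 min RT · Signal – Fluo-8 calcium fluorescence, excitation 470-495 nm, emission 515-575 nm · Read-out – % activation versus carbachol response · Control set – carbachol high, DMSO low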
PPC-1+TRAIL kill = compounds killing PPC-1 cancer cells with TRAIL present (potentiator screen, no TRAIL-free arm); cell killing (% activity), % at 4 µM; AID 1443; 220,000 compounds, 0.41% hits; PPC-1 cells + TRAIL, ATPLite viability luminescence;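 active = cell killing above 50% in the first pass at 4 µM, then a duplicate retest at 5 µM averaging 50% or more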;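 also: plate controls were cells with TRAIL plus DMSO for no effect and medium-only wells lacking cells for full effect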
TRPML3 agonist = activates the human TRPML3 channel; HEK293 TRPML3-YFP, Fluo-8 calcium fluorescence; 100% = the carbachol control signal; 220,000 compounds, 0.29% hits; activation, % at 3 µM; Q8TDD5;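 active = activation above its plate's cutoff, the mean activation of the plate's test wells plus 3 SD, cut at about 12% in these data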;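 also: 0% = DMSO only wells and 100% = carbachol wells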
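system = HEK293 cells stably carrying human TRPML3-YFP | doses = one concentration, 3 µM nominal, 0.3% DMSO | timing = dye loading 1 h 37 °C then 30 min ambient, 125 s read | detection = Fluo-8 calcium dye fluorescence, ex 470-495, em 515-575 nm | benchmarks = high control carbachol 87 µM, low control DMSO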
Numbers without * were called inactive.

Second line of a record – Ba/F3 V617F tox	Wee1 degr inh	CHOP inh	TNF death inh	RBBP9 inh	BaF3 tox	TRPN1 ag	PPC-1+TRAIL kill	TRPML3 agonist
[1] Cc1ccc(NC(=O)CCSc2nnc(Cc3ccccc3)o2)cc1
    -0.4	1.7	-1.8	1.1	-2.9	2.9	-2.2	22.5	0.1
[2] O=C(C1CCN(S(=O)(=O)c2cccs2)CC1)N1CCN(c2ccccc2)CC1
    -2.1	-1.3	-3.7	-5.2	-3.1	0.1	1.6	-3.5	2.0
[3] CN(C(=S)NC(=O)c1ccccc1Br)C1CCCCC1
    -1.9	-0.9	-25.5	-3.2	-5.7	6.2	0.1	5.6	0.1
[4] COC(=O)CN(n1cnnc1)S(=O)(=O)c1ccc(C)cc1
    -1.6	-0.8	10.5	-0.2	-4.8	5.2	-0.7	-23.0	1.3
[5] Cc1ccc(NC(=O)CS(=O)CC(=O)NCCCN(C)c2ccccc2)cc1 (configuration not stated)
    -2.4	3.2	23.8	-1.7	-1.0	5.1	-2.0	-5.7	0.2
[6] O=C(c1ccco1)N1CCN(S(=O)(=O)c2ccc3c(c2)CCN3C(=O)C2CC2)CC1
    -3.5	0.2	1.4	-0.4	5.0	0.5	0.5	17.7	0.7
[7] COc1ccccc1CNc1ccc(N2CCOCC2)c(C(=O)O)c1
    -1.2	1.4	12.0	-2.2	-4.6	1.8	1.0	4.0	0.9
[8] CC1CCC2(CC1)NC(=O)N(CC(=O)Nc1nc(-c3ccc(F)cc3)cs1)C2=O (configuration not stated)
    -0.2	0.9	28.9	-1.0	5.2	8.5	-0.1	12.3	0.7
[9] O=C(Nc1cccc([N+](=O)[O-])c1)c1ccc2nc(N3C(=O)CCC3=O)sc2c1
    -1.5	2.9	37.9	-3.3	1.3	3.1	0.5	14.7	0.7
[10] CC1CCCC(C)N1C(=C(Cl)Cl)C(=C1SCCS1)[N+](=O)[O-] (configuration not stated)
    3.4	0.6	25.4	-0.7	-8.9	5.2	0.2	20.9	13.7*
[11] CC(C)=C1SC(N2CCN(Cc3ccccc3)CC2)=NC1=O
    2.1	5.3	-8.7	0.8	-4.2	2.5	0.7	2.4	0.7
[12] CCN(CC)C(=O)c1sc2nc(Cc3ccccc3)[nH]c(=O)c2c1C
    -1.9	-1.4	9.0	2.1	-0.2	1.7	-2.3	21.0	-0.2
[13] CC(=O)OC1CC[C@@]2(C)C(CCC3C2CC(=O)[C@@]2(C)C3CC3CC(C)=CC(=O)C32)C1 (some centres not stated)
    -2.4	-4.0	31.6	-2.6	0.3	2.3	-0.4	0.9	1.2
[14] Nc1nc(NC(=O)c2ccccc2Cl)nn1-c1ccccc1
    2.5	2.2	-6.0	-0.5	-5.9	1.6	0.5	15.0	0.2
[15] CC(O)CNc1ncnc2nc[nH]c12 (configuration not stated)
    -1.6	-2.1	32.5	0.1	3.3	-1.2	1.1	7.4	0.0
[16] COc1cc(C(=O)N(Cc2ccc(N(C)C)cc2)C2CCS(=O)(=O)C2)cc(OC)c1OC (configuration not stated)
    2.0	-2.0	-21.1	0.5	-5.6	8.7	2.5	9.0	0.4
[17] CCCc1cnc(N2CCN(S(=O)(=O)c3cccs3)CC2)nc1
    -0.8	-1.7	-1.9	2.0	0.1	-1.4	1.9	3.4	1.1
[18] O=c1oc(-c2ccccc2Cl)nc2ccsc12
    -0.6	-1.8	-21.5	-3.5	-8.9	0.5	-1.4	-6.2	0.9
[19] Cc1ccc(S(=O)(=O)N(CC(=O)Nc2ccccc2C(=O)O)c2ccc(Cl)cc2)cc1
    -2.4	-0.6	15.8	0.7	2.6	-1.7	-1.1	18.2	0.3
[20] O=C(Nc1ccc2oc(-c3ccncc3)nc2c1)c1ccccc1F
    1.7	3.8	-5.6	-3.4	2.8	6.5	1.3	3.4	0.7
[21] COc1ccccc1N1CCN(C(c2cccs2)c2nnnn2C2CCCC2)CC1 (configuration not stated)
    -0.7	0.2	32.8	-1.9	-2.1	0.2	1.5	22.7	-0.5
[22] CC[n+]1c(/C=C/N(C)c2ccccc2)oc2ccc(F)cc21
    79.2*	-3.2	-21.5	-2.5	-11.8	71.6*	-0.2	8.6	0.3
[23] Cc1nc2cc(NCc3cc([N+](=O)[O-])ccc3O)ccc2n1Cc1ccccc1
    -4.5	2.4	-16.4	2.0	-2.9	-0.2	0.3	14.2	0.8
[24] CSc1ccccc1NC(=O)CSc1n[nH]c(C)c1[N+](=O)[O-]
    -1.4	2.8	-30.6	-0.4	-4.0	3.4	2.2	-0.3	0.3
[25] Cc1ccc(C#N)c(SCc2nnc(-c3ccc(Cl)cc3)o2)n1
    -1.7	-3.5	52.0	1.8	0.8	6.0	0.0	64.4*	0.1
[26] N/C(=N/OC(=O)c1ccccc1Cl)c1ncc([N+](=O)[O-])s1
    3.2	-0.1	-36.8	-24.2	4.5	-3.7	1.1	13.1	0.6
[27] COc1ccc(C(=O)Nc2nc3c(s2)Cc2cc(OC)ccc2-3)cc1
    1.6	-1.8	13.3	-1.8	-8.4	5.8	-0.4	9.9	0.0
[28] COCCN(C(=S)Nc1ccccc1C)C(C)c1cccnc1 (configuration not stated)
    0.4	-2.6	-13.7	2.5	-6.0	4.8	-0.5	42.3	0.3
[29] COc1cccc(C=Nc2ccccc2C#N)c1O
    2.7	-0.4	-4.8	1.8	0.3	8.3	0.4	14.4	1.2
[30] Cc1cc(C(=O)NNC(=O)CCCCC(=O)NNC(=O)c2cc(C)[nH]n2)n[nH]1
    1.2	4.1	-5.1	0.4	-10.4	4.2	1.2	20.6	0.1
[31] Cc1cc(C)cc(NC(=O)c2cc(=O)c3ccccc3o2)c1
    3.2	-0.3	9.8	-0.8	-4.9	8.9	-0.1	8.1	-0.3
[32] COc1ccc(C(=O)N=C2CCC(C#N)=C3c4cc(OC)c(OC)cc4CCN23)cc1
    -2.3	-2.5	22.3	0.2	1.5	5.5	1.1	14.1	0.5
[33] Cc1cccc(-c2nnc(SCC(=O)N3c4ccccc4CCc4ccccc43)n2C)c1
    1.2	0.3	-4.2	0.5	-1.6	7.7	-3.5	-2.5	-1.2
[34] COc1cc(CNc2ncnc3c2[nH]c2ccc(C)cc23)cc(OC)c1
    2.7	0.9	20.1	-1.8	6.3	-0.6	0.1	-2.2	1.0
[35] Cn1c(CN2CCN(C(=O)c3ccccc3)CC2)nc2cc([N+](=O)[O-])ccc21
    3.7	-2.3	17.6	3.3	-7.8	8.6	-1.1	21.9	0.2
[36] O=C(CSc1nc2cc(Cl)ccc2s1)NC1CCCc2ccccc21 (configuration not stated)
    -0.4	-0.5	29.9	1.1	-4.0	6.4	-1.6	37.9	-0.5
[37] CCC(=O)/C=C1/Sc2ccc(OC)cc2N1CC
    0.2	-3.4	42.7	-1.7	-0.8	2.5	-2.4	24.2	-1.4
[38] Cc1sc(NC(=O)c2ccccc2F)c(CN2CCCCC2C)c1C (configuration not stated)
    -0.5	0.8	-30.8	1.9	1.9	2.3	-0.5	7.5	0.3
[39] CCOC(=O)c1cc2sccc2n1Cc1ccc(C#N)cc1
    1.0	1.6	-21.9	-1.6	-4.8	4.5	1.0	7.6	1.1
[40] Cc1cccc(C)c1-n1c(C)cc(/C=N/NC(=O)c2ccncc2)c1C
    -2.5	0.9	5.2	-4.0	2.8	1.6	1.9	4.9	0.1
[41] COc1ccc(Sc2nnc(-c3ccccc3)cc2C#N)cc1
    -4.5	-1.4	90.3*	1.0	1.2	0.3	0.7	19.8	0.5
[42] O=[N+]([O-])c1cc(S(=O)(=O)NCCCN2CCOCC2)ccc1Cl
    -2.6	3.3	23.6	2.4	-2.9	0.4	1.7	15.9	0.6
[43] CCOc1ccc2c(c1)c1nnc(SCC3CCCO3)nc1n2C (configuration not stated)
    1.4	-1.1	23.5	-1.5	-10.6	8.2	-0.8	-1.4	-0.6
[44] Cc1c(N(CC(=O)O)S(=O)(=O)c2ccccc2)c(=O)n(-c2ccccc2)n1C
    -4.6	0.1	-7.5	0.0	0.5	5.9	-0.7	0.3	1.0
[45] CCC(C)/C(C)=N/NC(=O)CNS(=O)(=O)c1ccc([N+](=O)[O-])cc1 (configuration not stated)
    -2.2	3.9	13.5	0.6	-4.2	2.5	1.2	15.4	0.7
[46] Cc1cc(-c2cccnc2)c(C#N)c(SCC#N)n1
    -2.6	-2.4	15.5	-2.3	-4.8	4.3	0.5	13.1	0.7
[47] CCN(CC)CCOC(=O)c1ccc(Cl)cc1Cl
    0.0	-2.5	19.9	1.3	-4.1	5.9	1.6	4.9	1.0
[48] CS(=O)(=O)c1ccc(C(=O)N2CCc3ccccc3C2)cc1
    -2.4	-2.3	-19.4	1.9	-1.8	0.6	1.6	15.4	0.7
[49] COC(=O)[C@H](Cc1ccccc1)NC(=O)NCc1cccs1
    -0.4	-0.9	11.9	0.8	-8.5	1.5	-0.4	-1.4	0.1
[50] O=C(Cn1nc(-c2ccccc2)ccc1=O)Nc1ccc(NC(=O)c2ccccn2)cc1
    0.6	-1.6	93.7*	0.9	-11.8	6.9	2.0	-5.9	0.8
[51] CCOC(=O)/C(=N/Nc1ccc(Cl)cc1)Sc1nnnn1-c1ccc(C)cc1
    0.0	10.8*	26.8	1.0	-3.5	7.6	2.0	24.3	0.2
[52] Nn1c(SCc2cn3ccsc3n2)nnc1-c1ccncc1
    3.0	-0.8	26.0	1.1	-2.4	5.8	0.8	20.4	0.7
